Screening data as filed in PubChem BioAssay.
S3 lipid droplet: qHTS Assay for Lipid Storage Modulators in Drosophila S3 Cells. Drosophila S3 cells, BODIPY lipid droplet fluorescence, 18-24 h; cells fed with added oleic acid. Potency in µM for hits, for the others lipid storage change, negative = inhibition, % at the top dose, mostly 46.1 µM. 320,000 compounds, 0.64% hits. AID 2685; active = well fitted inhibition curve with a large enough effect in the signal ratio, with a control signal flat, not every such curve was filed as active; inconclusive = small, poorly fitted or top-dose-only effect, or effect the other way, or a change in a side signal; the % refers to the signal ratio
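Drosophila S3 cells loaded with oleic acid (400 uM, as added) and compounds at several concentrations; lipid droplets imaged by 488-nm laser-scanning cytometry, 500–530 nm intensity and object ratio to cell channel. Percent activity normalized to 20 uM Triacsin C.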
S3 lipid droplet cell count max: further read-out of S3 lipid droplet, marked with its call; cell number change, %; measured here: cell count max response;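 cells counted by Cell Tracker Red CMTPX staining in the red channel; peak over a dose series mostly up to 46.1 µM; percent activity relative to internal control wells on each plate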
* hit, by the source's call; i = inactive; ? = inconclusive; . = no result given; [ ] = remark or other dose. % is set by controls: 0 for no effect and ±100 for the full control effect; potency is the fitted concentration of half-maximal effect. This is a subset; the hit share may differ from the screen's.

SMILES	S3 lipid droplet	S3 lipid droplet cell count max
O=c1[nH]c2ccccc2n2c(-c3ccccc3)nnc12	?	.
COc1cc(C(=O)Nc2cc(C)nn2-c2ccccc2)cc(OC)c1OC	i	-27.6
Cc1cc(C)cc(NC(=S)NCCCO)c1	-12.5%	-0.1
CSCCC(NC(=O)c1ccccc1Cl)C(=O)Nc1ccncc1 (stereo not given)	?	.
O=C(NCCN1CCOCC1)c1ccc(CS(=O)c2ccccc2Cl)o1 (stereo not given)	4.11µM*	-8.8*
O=C(NC(=S)N1CCN(Cc2ccccc2)CC1)c1ccccc1	?	.
C=CCn1c(=NC(=O)c2ccc(S(=O)(=O)N3CCc4ccccc4C3)cc2)sc2cc(S(N)(=O)=O)ccc21	-17.4%	.
Cc1c(NC(=O)C(C)N2CC(C)OC(C)C2)c(=O)n(-c2ccccc2)n1C (stereo not given)	7.31µM*	11.9*
CC1=CC(=NOC(=O)/C=C/c2ccccc2)C=C(C)C1=O	0.5%	-9.9
Cc1cccc(-c2noc(CN(C)C(=O)COc3ccccc3)n2)c1	?	.
Cn1c(=O)c2c(nc(CN3CCN(c4ccccc4)CC3)n2Cc2ccccc2Cl)n(C)c1=O	-7.4%	.
CC(=O)C1[C@H](N(C)C)CC2C3CC=C4CC(O)CC[C@]4(C)C3CC[C@@]21C (stereo not given in full)	?	.
C/C(=N\NC(=O)COc1ccccc1[N+](=O)[O-])c1cccc(NC(=O)c2ccncc2)c1	?	.
COc1ccc(-c2cc3c(=O)n(CC(=O)N4CCCC4)ncn3n2)cc1	?	.
Cc1ccc(-n2nc3c(c2NC(=O)c2ccc4c(c2)OCO4)CSC3)cc1	10.8%	0.5
CCCN1CCc2c(sc(NC(=O)CCS(=O)(=O)c3ccccc3)c2C(N)=O)C1	?	.
COC(=O)c1c(NC(=O)/C=C/C(=O)O)sc(C)c1-c1ccc(C(C)C)cc1	?	.
COc1cccc(NC(=O)COC(=O)CNS(=O)(=O)c2c(F)cccc2F)c1	7.3%	1.7
COc1ccc(/C=c2\sc3nc(-c4ccccc4)c(-c4ccccc4)n3c2=O)cc1OC	19.1%	-3.1
COc1ccc(CN(C)S(=O)(=O)c2nnc(NC(=O)c3ccccc3OC)s2)cc1OC	i	-3.9
COc1ccc(S(=O)(=O)CC(=O)c2cc(C)c(O)c(C)c2)cc1	13.0%	10.6
O=C(NC1CCCCC1)C1CCCN(S(=O)(=O)c2cccs2)C1 (stereo not given)	?	.
CCc1ccc(C(=O)c2cc3ccc(O)cc3oc2=O)cc1	2.2%	16.7
CCCCC(=O)Nc1ccc(C(=O)N(CC)c2ccccc2C)cc1	3.3%	6.1
CN(C)S(=O)(=O)c1cccc(C(=O)Nc2ccccc2[N+](=O)[O-])c1	19.8%	5.9
C=CCNC(=O)c1ccc(CNS(=O)(=O)c2ccc(NC(C)=O)cc2)cc1	i	17.9
COc1cc(C(=O)/C=C/c2cccnc2)ccc1O	?	.
O=C(NC12CC3CC(CC(C3)C1)C2)N1CCC(n2nnc3ccccc32)CC1	?	.
COC(=O)CSc1nnc(NC(=O)/C=C\c2ccc3c(c2)OCO3)s1	?	.
CC(C)OP(=O)(OC(C)C)C(Nc1ccccc1)c1cccnc1 (stereo not given)	?	.
O=S1(=O)CCOC[C@H](CC2CCCCC2)N1Cc1cccc(F)c1	?	.
COc1ccc(N(CC(=O)Nc2cccc(C)c2)S(=O)(=O)c2ccc(C)cc2)cc1OC	i	-6.9
C=CCNC(=S)NNC(=O)COc1cccc(Cl)c1	8.9%	.
COc1ccccc1NC(=O)/C(C#N)=C/c1cccnc1	i	14.4
COc1ccc(C(=O)CCC(=O)NCCc2c[nH]c3ccccc23)cc1	?	.
Nc1nc(SCC(=O)Nc2ccc(Cl)cc2C(F)(F)F)n[nH]1	?	.
O=C1OCCC1Sc1nc2ccccc2c(=O)n1Cc1ccc(F)cc1 (stereo not given)	?	.
Cc1nc(Cl)c2c(n1)N(CC(N)=O)C(=O)CO2	6.1%	6.4
CCOC(=O)c1cnn2c(C)cc(-c3ccccc3)nc12	i	-23.1
CC(=O)c1sc(NC(=O)c2ccc(C)cc2)nc1C	19.7%	-5.6
Clc1ccc(Cn2nnc3ccccc32)cc1	i	-26.7
COc1ccc(C(=O)c2cnc3ccccc3c2-c2ccccc2)cc1	3.1%	0.8
Cc1ccc(S(=O)(=O)N2CCCCC2CCNC(=O)C(=O)NCc2ccccc2)cc1 (stereo not given)	28.7%	.
CCc1nc(-c2ccccc2)cc(=O)[nH]1	i	17.8
COc1ccccc1CC(=O)NNS(=O)(=O)c1ccccc1[N+](=O)[O-]	5.9%	7.0

By substructure, the compounds so far with a thiophene ring, fused or not
SMILES	S3 lipid droplet	S3 lipid droplet cell count max
CCCN1CCc2c(sc(NC(=O)CCS(=O)(=O)c3ccccc3)c2C(N)=O)C1	?	.
COC(=O)c1c(NC(=O)/C=C/C(=O)O)sc(C)c1-c1ccc(C(C)C)cc1	?	.
O=C(NC1CCCCC1)C1CCCN(S(=O)(=O)c2cccs2)C1 (stereo not given)	?	.

Later entries
SMILES	S3 lipid droplet	S3 lipid droplet cell count max
COc1ccc(C(=O)c2cnc[nH]2)cc1OC	14.4%	0.8
Cc1ccc(C(=O)Nc2ccc(Cc3ccncc3)cc2)cc1[N+](=O)[O-]	?	.
CCOC(=O)CN1C(=O)S/C(=C/c2ccc(N3CCCCC3)o2)C1=O	?	.
CCOC(=O)N1CCC(NC(=O)c2cc(S(=O)(=O)N3CCc4ccccc43)cn2C)CC1	?	.
Cc1cc(C)c2nc(N3CCC(C(=O)N4CCN(C(=O)c5ccco5)CC4)CC3)sc2c1	i	-1.2
O=C(N/N=C/c1ccccc1O)c1ccc2c(c1)OCO2	?	.
CCOC(=O)C(Cc1ccccc1)C(=O)Nc1cccc2ccccc12 (stereo not given)	-12.5%	-1.2
Cc1ccc(CC(=O)NCCCn2ccnc2)cc1	?	.
O=C(c1ccco1)N1CCN(S(=O)(=O)c2ccc3[nH]c(=O)oc3c2)CC1	-2.1%	-5.8
COc1ccc(C(C(=O)NC2CCCCC2)N(C(=O)c2snc(C(N)=O)c2N)c2ccccc2OC)cc1 (stereo not given)	-20.5%	11.8
CN(CC(=O)Nc1ccc(Cl)c(C(F)(F)F)c1)C(=O)Cc1c[nH]c2ccccc12	?	.
CCOc1ccc(Br)cc1S(=O)(=O)Nc1ccc(NC(=O)c2ccccc2F)cc1	?	.
CSc1ccccc1OCc1cc(C(=O)N2CCC(Oc3cccnc3)CC2)no1	?	.
COc1ccc(S(=O)(=O)N2CCc3ccccc32)cc1C(=O)Nc1cccnc1	-5.3%	-14.8
COc1ccccc1C(=O)NC(CCSC)C(=O)NCc1ccccn1 (stereo not given)	?	.

Single entries from the results shown.
Reading for `COc1ccc(C(=O)c2cnc[nH]2)cc1OC` under S3 lipid droplet: 14.4%
Reading for `CCOC(=O)C(Cc1ccccc1)C(=O)Nc1cccc2ccccc12` (stereo not given) under S3 lipid droplet cell count max: -1.2
Reading for `COc1ccc(S(=O)(=O)N2CCc3ccccc32)cc1C(=O)Nc1cccnc1` under S3 lipid droplet: -5.3%

Arranged by the number under S3 lipid droplet cell count max (falling): some entries from above.
| Compound | S3 lipid droplet cell count max |
| --- | --- |
| COc1ccc(C(C(=O)NC2CCCCC2)N(C(=O)c2snc(C(N)=O)c2N)c2ccccc2OC)cc1 (stereo not given) | 11.8 |
| Cc1cc(C)c2nc(N3CCC(C(=O)N4CCN(C(=O)c5ccco5)CC4)CC3)sc2c1 | -1.2 |
| O=C(c1ccco1)N1CCN(S(=O)(=O)c2ccc3[nH]c(=O)oc3c2)CC1 | -5.8 |

(listing goes on)
SMILES	S3 lipid droplet	S3 lipid droplet cell count max
CCC(=O)NC1OC(CO)C(O)C(O)C1O (stereo not given)	10.5%	8.9
Cc1ccc(C2=Nc3ccc(Br)cc3C(c3ccncc3)=NN2)cc1	?	.
CC1(C)Cc2nc3sc4c(=O)n(CC(N)=O)cnc4c3cc2CO1	?	.
O=C(Nc1ccc2snnc2c1)N1CCOCC1	5.3%	8.8
COc1cc(C2C(C#N)=C(N)Oc3c2ccc2ccccc32)ccc1OCC(=O)Nc1ccccc1C (stereo not given)	-4.1%	-15.3
COc1cccc(NC(=O)CNC(=O)Cn2cnc3sc(C)c(C)c3c2=O)c1	?	.
CCn1nc(NS(=O)(=O)c2ccc(NC(C)=O)cc2)c2cc3ccccc3nc21	i	-12.4
CS(=O)(=O)NCc1csc(-c2ccccc2)n1	8.2%	16.0
COc1ccc(S(=O)(=O)N2CCCCCC2)cc1C(=O)N(C)Cc1cccc(OC)c1OC	?	.
CC(=O)N1CCc2cc(Br)cc(S(=O)(=O)CCC(=O)N3CCN(c4ccccn4)CC3)c21	-0.1%	-5.3
O=S(=O)(c1cc(F)ccc1F)N1CCN(c2ccccn2)CC1	?	.
c1ccc(-c2nnc(CN3CCN(c4ccccc4)CC3)o2)cc1	8.7%	16.5
Cc1ccc(C)c(Nc2cc(C(=O)NCc3cccnc3)c3ccccc3n2)c1	7.9%	12.5
COc1ccc2c(c1)[C@@H]1[C@H](CO2)[C@H](c2ccccc2)[C@]2(C)C(=O)Nc3ccc(C)cc3C(=O)N12	?	.
Cc1cc(C(=O)N2CCN(C(c3ccccc3)c3ccccc3)CC2)on1	10.1%	9.6

Profiles from above.
Profile of CCC(=O)NC1OC(CO)C(O)C(O)C1O (stereo not given) : S3 lipid droplet: 10.5%; S3 lipid droplet cell count max: 8.9
Profile of COc1cccc(NC(=O)CNC(=O)Cn2cnc3sc(C)c(C)c3c2=O)c1 : S3 lipid droplet: ?; S3 lipid droplet cell count max: .

Following part.
SMILES	S3 lipid droplet	S3 lipid droplet cell count max
O=C(CCN1C(=O)c2ccccc2C1=O)N1CCOCC1	2.2%	5.9
COc1cc(C(C#N)N2CCC(c3ccccc3)=N2)ccc1O (stereo not given)	?	.
O=C(NCc1ccc2c(c1)OCO2)C1CC(=O)N(c2ccc(Cl)cc2)C1 (stereo not given)	?	.
CCOC(=O)COn1c(=O)c(=O)n(OC)c2ccccc21	?	.
CCOc1ccc(OCC)c(NC(=O)CSc2nnc(Cn3cnc4ccccc43)n2C)c1	-1.0%	-10.0
O=C(NCc1ccco1)c1ccccc1-c1nc(-c2ccccc2)no1	?	.
CCC(C)c1ccccc1NC(=S)Nc1cccnc1 (stereo not given)	?	.
Cn1c(=O)c2c(nc(N/N=C/c3cccs3)n2Cc2ccccc2)n(C)c1=O	-48.8%	-15.8
Cc1ccc(C)c(OCc2cc(C(=O)N3CCOCC3)no2)c1	i	12.2
COC(=O)C1CCN(Cc2cc(=O)oc3cc(C)c(Cl)cc23)CC1	11.8%	14.6
CCOC(=O)Cc1csc(NC(=O)c2c(O)c3c(n(CC(C)C)c2=O)CCCC3)n1	?	.
CCOC(=O)C1=C(C)OC(N)=C(C#N)C1c1cccs1 (stereo not given)	-0.4%	-11.4
Cc1cnn(C(=S)NCc2ccco2)c1	12.4%	3.1
Cn1cc(C(=O)NCc2ccc(Cl)cc2)c(=O)c2cc(S(=O)(=O)N3CCOCC3)ccc21	-6.9%	25.1
CCCCC(NC(=O)CCc1c(C)c2cc3c4c(oc3c(C)c2oc1=O)CCCC4)C(=O)O (stereo not given)	?	.
CCOC(=O)C1CCN(S(=O)(=O)c2ccc(C)c(C(=O)NC3CCCCC3)c2)CC1	20.0%	4.5
CCc1nc(C)ccc1OCC(=O)NCCCN(C)C	22.7%	.
c1coc(-c2nc3nc4ccccc4nc3n2-c2ccc3c(c2)OCCO3)c1	?	.
CCN(CC)CCC/C(=N\O)C(O)(c1ccccc1)c1ccccc1	27.8%	10.4
O=C(O)CCc1cccnc1	-16.3%	4.8
COc1cc(OC)nc(NC(=O)CCl)n1	?	.
CNC(=O)C(=O)NCC1OCCCN1S(=O)(=O)c1ccc2c(c1)OCCO2 (stereo not given)	-15.4%[0.369 µM]	.
Cc1cc(C(=O)CSc2nnc(-c3ccco3)o2)c(C)n1Cc1ccco1	?	.
Nc1nc(COC(=O)C2CC(=O)N(Cc3ccccc3)C2)nc(Nc2ccccc2)n1 (stereo not given)	?	.
Cc1ccccc1OCCNC(=O)/C=C/c1ccc([N+](=O)[O-])cc1	?	.
O=C(CCNS(=O)(=O)c1ccc(Br)cc1)N1CCCCCCC1	?	.
CCOC(=O)c1nc(-c2ccccc2)oc1N1CCOCC1	?	.
CCCCc1ccc(NC(=S)N2CCC(O)CC2)cc1	?	.
CCOC(=O)c1c(C)[nH]c(C)c1S(=O)(=O)N(C)CC(=O)Nc1ccccc1F	?	.
CC(=C/C(=O)O)/C(=C\c1ccc(Br)o1)C(=O)O	?	.
O=C(CN(Cc1ccccc1Cl)C(=O)CNS(=O)(=O)c1ccccc1)NCC1CCCO1 (stereo not given)	?	.
CCOC(=O)CSc1nnc(Cc2cc(=O)[nH]c(=O)[nH]2)n1-c1ccc(Cl)cc1	?	.
Cc1[nH]c2ccccc2c1/C=C/c1nc2ccccc2c(=O)n1-c1cccc([N+](=O)[O-])c1	19.4%	10.1
CC(C)NC(=O)NS(=O)(=O)c1cnccc1NC1CC2CCC1C2 (stereo not given)	-1.6%	20.2
Cc1cc(NC(=O)CSc2nnc(-c3ccco3)n2Cc2ccccc2)no1	-3.4%	-5.2
Cc1ccc(C(=O)Nc2c(N)nc(SCC(=O)NCC3CCCO3)[nH]c2=O)cc1 (stereo not given)	?	.
CCn1c(C)c(CS(=O)(=O)c2ccccc2)[nH]c1=O	?	.
Cc1nonc1C(=O)N/N=C/c1ccc([N+](=O)[O-])o1	-11.3%	9.8
CCC(C(=O)NCc1ccncc1)c1ccccc1 (stereo not given)	?	.
COC(=O)CSc1nnc(SCc2ccc(Cl)cc2)s1	-9.8%	-20.5
CN(C)S(=O)(=O)c1ccc(N2CCCC2)c(C(=O)NCCc2ccc(F)cc2)c1	5.4%	-14.5
COc1cc(C(=O)NC2CC3CCCC(C2)N3CC(=O)Nc2ccccc2)cc(OC)c1OC (stereo not given)	i	9.8
